High-throughput results as filed in PubChem.
MEP2 TOR yeast – alters MEP2-GFP fluorescence in TOR pathway yeast screen | GFP response vs DMSO, % at 10 µM | 330,000 tested, 0.51% active | S. cerevisiae MEP2-GFP strain, flow cytometry GFP, 3 h; 100% = DMSO control level;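 active means GFP response versus DMSO above a set limit, roughly screen mean plus 3 SD, cut at about 180% in these data; inconclusive means fewer than 70 cells counted for a yeast strain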;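 further: median GFP fluorescence of the barcode-gated MEP2-GFP cells per well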
GRK2 inh – blocks RNA aptamer binding to human GRK2. bead flow cytometry, FAM-aptamer displacement from GRK2. inhibition of aptamer binding, % at 10 µM. 330,000 tested, 0.59% active. AID 488847;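 active means inhibition of aptamer binding above 40%, roughly 3 SD of noise, on plates passing a quality check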;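 further: median bead fluorescence of bound FAM aptamer so fluorescent compounds give negative values; no value below 0 was filed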
Target sequence (P25098 whole entry, looked up): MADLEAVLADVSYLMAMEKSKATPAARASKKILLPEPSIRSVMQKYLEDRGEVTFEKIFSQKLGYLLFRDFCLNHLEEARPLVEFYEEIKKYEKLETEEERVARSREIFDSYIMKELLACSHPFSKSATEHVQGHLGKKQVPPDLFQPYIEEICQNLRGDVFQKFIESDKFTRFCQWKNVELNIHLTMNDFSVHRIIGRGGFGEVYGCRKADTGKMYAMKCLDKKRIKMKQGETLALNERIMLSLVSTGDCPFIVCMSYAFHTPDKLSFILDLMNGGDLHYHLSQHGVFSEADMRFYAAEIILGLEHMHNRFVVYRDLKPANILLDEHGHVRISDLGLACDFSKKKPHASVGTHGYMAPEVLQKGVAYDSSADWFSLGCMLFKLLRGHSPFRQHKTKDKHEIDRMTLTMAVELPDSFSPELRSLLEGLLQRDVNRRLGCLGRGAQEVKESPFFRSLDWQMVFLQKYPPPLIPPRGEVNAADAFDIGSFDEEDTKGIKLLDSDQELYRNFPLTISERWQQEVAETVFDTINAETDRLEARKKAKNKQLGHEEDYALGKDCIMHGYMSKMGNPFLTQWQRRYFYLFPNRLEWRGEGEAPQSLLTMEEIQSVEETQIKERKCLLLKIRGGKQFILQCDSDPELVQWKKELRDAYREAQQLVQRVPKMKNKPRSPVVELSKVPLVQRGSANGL
RPL19A TOR yeast – yeast TOR pathway RPL19A-GFP modulation | percent response vs DMSO, % at 10 µM | 330,000 tested, 0.3% active | S. cerevisiae RPL19A-GFP strain, flow cytometry, 3 h; stronger effect = lower value | AID 2025;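 active means percent response vs DMSO below 50%; inconclusive means fewer than 70 events counted for the yeast strain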;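 further: median channel GFP fluorescence of the barcoded RPL19A-GFP strain; ratio of sample median GFP to plate DMSO average so 100% = DMSO; lower means less RPL19A-GFP as with rapamycin TOR inhibition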
LAP4-GFP MLPCN – modulators of TOR pathway LAP4-GFP in S. cerevisiae. GFP response vs DMSO, % at 10 µM. 320,000 tested, 0.34% active. S. cerevisiae LAP4-GFP multiplex, flow cytometry GFP, 3 h; median GFP as percent of DMSO wells. AID 2023;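 active means GFP response vs DMSO above a set limit, about the screen mean plus 3 SD, cut at about 150% in these data; inconclusive means under 70 cell events counted for the yeast strain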
CR mimetic SO – yeast age-related superoxide inhibition as caloric restriction mimetic. 330,000 tested, 0.18% active. S. cerevisiae aged cells, superoxide DHE fluorescence; stronger effect = lower value. AID 2690. superoxide response (% of plate mean), % at 10 µM;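 active means superoxide response under a set limit, about three screen SD below normal, cut at about 65% in these data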;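 further: yeast aged for seven days with compound at 30 °C before DHE staining; 100% = average MFI of all compound-treated wells on the plate with controls excluded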
AGP1 TOR yeast – alters AGP1-GFP fluorescence in TOR pathway yeast screen; S. cerevisiae AGP1-GFP multiplex flow cytometry, 3 h; GFP as percent of DMSO wells; GFP response vs DMSO, % at 10 µM; 320,000 tested, 0.02% active;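 active means GFP response relative to DMSO above a set limit, near screen average plus 3 SD, cut at about 150% in these data; inconclusive means fewer than 70 cells counted for the yeast strain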;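 further: median GFP channel fluorescence of the gated AGP1 strain per well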
CIT2 TOR yeast – alters CIT2-GFP fluorescence in TOR pathway yeast screen; S. cerevisiae CIT2-GFP strain, flow cytometry, 3 h; 100 means same as DMSO wells; GFP response vs DMSO, % at 10 µM; 320,000 tested, 0.065% active; AID 2029;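 active means GFP response relative to DMSO above a set limit, near the screen mean plus 3 SD, cut at about 150% in these data; inconclusive means Fewer than 70 cells measured for a yeast strain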;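 further: ratio of well median GFP fluorescence to mean of DMSO wells on the plate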
VLA-4 inh – inhibition in a human VLA-4 binding assay | 330,000 tested, 0.2% active | VLA-4 expressing cells, ligand binding flow cytometry | inhibition, % (about 7 µM as worked out from the volumes in the protocol); in the data active means inhibition above about 50%
Starred values were filed as active, the others as inactive; ? = inconclusive; & = joins results of further samples. No enrichment for hits, and some 1.7% of all compounds hit somewhere here.

structure	MEP2 TOR yeast	GRK2 inh	VLA-4 inh	LAP4-GFP MLPCN	AGP1 TOR yeast	CIT2 TOR yeast	CR mimetic SO	RPL19A TOR yeast
CN1CCN(C(=O)C2(NC(=O)Nc3ccccc3Cl)CCCCC2)CC1	104.5	0.0	9.9	103.7	104.1	105.8	84.5	104.4
O=C(COc1ccc(N2C(=O)c3ccccc3C2=O)cc1)c1ccccc1	105.4	3.0	8.7	100.0	107.9	102.2	95.8	109.6
Cc1csc(NC(=O)c2ccc(S(=O)(=O)N3CCCC3)cc2)n1	97.4	0.0	3.3	97.5	95.6	100.0	96.7	103.7
COc1ccc(-c2nnc(SCC(=O)NC(C)c3ccccc3)o2)cc1OC (stereo not drawn)	98.3	1.0	11.9	102.8	99.1	93.9	98.6	99.6
O=C(NCC(O)c1ccc([N+](=O)[O-])cc1)c1cccc(S(=O)(=O)N2CCCC2)c1 (stereo not drawn)	97.9	1.0	3.5	102.3	104.9	98.5	104.4	98.2
N#Cc1cnc2nc(SCc3ccccc3)nn2c1	94.9	0.0	7.7	86.2	91.7	91.0	103.8	99.3
Cc1ccc(S(=O)(=O)N2CCN(Cc3cc(=O)n4ccccc4n3)CC2)c(C)c1	99.2	0.0	-8.7	100.0	110.8	99.5	101.1	102.8
COc1cc(C#N)c(NC(=O)CN2CCC(C(N)=O)CC2)cc1OC	114.1	0.0	17.7	112.5	101.6	107.1	91.1	97.8
O=C(Nc1ccccc1)c1cccc(S(=O)(=O)NC2CCCC2)c1	98.1	0.0	-8.5	94.3	100.8	96.5	88.6	99.0
O=C(NNc1ncnc2c1cnn2-c1cccc(Cl)c1)c1ccco1	98.3	1.0	9.3	99.0	94.2	88.4	113.6	93.3
COc1ccc(/C=C/C2=NN(C)C(=O)CC2)cc1	93.6	2.0	23.1	107.6	82.3	90.8	95.3	92.0
Cc1ccsc1C=Nc1c(C)n(C)n(-c2ccccc2)c1=O	105.2	9.0	10.2	101.9	103.2	101.9	99.2	101.4
CCSc1nnc(NC(=O)NC2CCCCC2)s1	91.2	0.0	-5.9	94.6	98.4	96.1	127.4	91.1
C/C(=C\c1ccco1)CN1CCC(N2CCC(C(=O)N3CCOCC3)CC2)CC1	96.2	0.0	12.8	99.5	93.0	99.1	104.3	93.0
CC(=O)c1ccc(OCC(=O)NC2CCS(=O)(=O)C2)cc1 (stereo not drawn)	105.8	1.0	3.0	107.2	96.5	99.3	86.2	97.6
COCCCC1CCN(C(=O)C2CCC(=O)N(CC3CCCCC3)C2)CC1 (stereo not drawn)	98.6	0.0	16.0	88.6	89.9	100.8	105.5	106.5
CC(=O)Nc1ccc(NC(=O)c2ccc(COc3ccc4c(C)cc(=O)oc4c3)cc2)cc1	96.6	0.0	7.9	94.8	95.5	99.1	101.8	105.2
CC1CN(C(=O)Nc2ccc3c(c2)OCCO3)CC(C)O1 (stereo not drawn)	94.8	2.0	-5.7	95.4	98.4	105.0	86.3	95.0
CCCN1CCc2c(sc(NC(=O)CCS(=O)(=O)c3ccccc3)c2C(=O)OC)C1	100.5	0.0	-39.3	90.9	99.8	95.6	96.4	96.7
Cc1ccc(-n2ncc3c(=O)[nH]c(SCC(=O)N4CCCC4)nc32)cc1C	101.5	2.0	34.2	94.6	100.1	92.2	109.8	99.3
CC1(C)CC(=O)C2=C(C1)OC(N)=C(C#N)C2c1ccc(OC(=O)N2CCOCC2)cc1 (stereo not drawn)	116.2	1.0	37.8	97.8	74.5	87.9	104.3	94.6
S=C(NCc1cccs1)Nc1ccc(Br)cc1Cl	93.2	1.0	-6.7	103.3	92.4	86.2	103.2	92.6
CC1(C)Cc2c(c(-c3ccccc3)[nH]c(=O)c2C#N)CO1	?	3.0	-12.9	?	102.7	?	95.4	95.8
Cc1cc(C)c2c(c1)cc(C)c1nnc(SCC(=O)Nc3ccccc3N3CCOCC3)n12	104.5	0.0	13.6	103.4	110.6	108.7	91.7	106.8
O=C1NC2(CCCCCCC2)C(=O)N1Cc1ccc(F)cc1	97.5	1.0	-0.3	93.6	91.6	98.0	81.0	101.6
O=C(CCN1CCCO1)N1CCCC(N2CCN(c3ccccc3F)CC2)C1 (stereo not drawn)	101.3	0.0	6.0	96.3	96.6	108.2	70.7	97.9
CCCCc1nc(C(N)=O)c2[nH]c(=O)n(-c3ccccc3F)c2n1	100.5	1.0	2.5	102.2	97.0	103.1	90.2	99.1
CC(C)(C)C(=O)Nc1ccc(NC(=O)C(C)(C)C)cc1	100.0	1.0	13.7	102.8	106.9	101.8	85.7	101.6
O=C(/C=C/c1ccccc1)Nc1nnc(SCC(=O)c2ccc3ccccc3c2)s1	100.4	0.0	-1.1	96.8	98.1	100.0	105.8	101.1
CCOc1ccc(CCNC(=O)CSC(=S)N2CCCC2)cc1OCC	95.9	0.0	1.6	105.9	110.7	93.6	95.9	103.6
COc1ccc(Nc2nc(NCc3ccco3)nc(N/N=C/c3ccc(O)cc3)n2)cc1	95.1	4.0	8.7	98.8	103.7	101.3	100.1	98.5
Cc1cccc(NC(=O)C2CCN(S(=O)(=O)c3c(C)[nH]c(=O)[nH]c3=O)CC2)c1	99.8	3.0	-5.0	99.2	110.0	103.4	84.9	106.3
Cc1ccc(S(=O)(=O)N(Cc2cc3cc4c(cc3[nH]c2=O)OCCO4)CC2CCCO2)cc1 (stereo not drawn)	99.8	0.0	4.6	95.1	97.7	101.2	83.6	94.3
Cc1cc(C)n(C(=O)/C(C#N)=N\Nc2ccccc2[N+](=O)[O-])n1	134.4	3.0	12.5	182.7*	105.0	90.4	88.4	93.8
CC(N=C(NC#N)Nc1ccncc1)C(C)(C)C (stereo not drawn)	92.5&100.4	6.0&1.0	-13.4&15.0	105.5&105.0	89.4&98.4	111.0&97.6	107.7&115.6	102.6&104.3
CC(C)c1nc2oc3c(=O)[nH]cnc3c2c2c1COC(C)(C)C2	97.0	7.0	-1.2	106.7	102.2	91.8	96.5	95.4
Cc1c(N2C(=O)SC(CC(=O)O)C2=O)c(=O)n(-c2ccccc2)n1C (stereo not drawn)	102.8	1.0	0.0	103.6	98.5	85.9	86.0	94.9
CCn1c(=O)n(CC)c2cc(S(=O)(=O)NCCOc3ccccc3)c(C)cc21	98.0	0.0	9.5	95.4	97.3	101.3	104.5	98.5
O=C(CSc1nncn1-c1ccccc1)Nc1cc(Cl)cc(Cl)c1	107.5	0.0	2.2	101.0	104.8	99.9	104.4	97.5
NC(=O)c1cc(C(=O)c2cccc(Cl)c2Cl)c[nH]1	99.3	0.0	11.7	95.6	102.3	99.3	90.7	94.0
O=C(Nc1ccc(Cl)cn1)c1cccc(S(=O)(=O)N2CCOCC2)c1	99.0	4.0	10.8	106.5	103.4	94.0	106.3	100.3
Cc1ccc(-n2cc(CNCCc3cscn3)c(-c3ccc(F)cc3)n2)cc1	106.2	0.0	14.2	116.6	106.4	99.1	81.2	101.5
FC(F)(F)c1ccc(Oc2ccccc2Cl)nc1	106.8	0.0	6.9	98.3	109.9	112.6	82.5	114.0
CSc1nc2ccc(NC(=O)c3nn(C(C)C)c(=O)c4ccccc34)cc2s1	99.2	2.0	-4.5	92.4	100.0	102.8	111.7	104.1
O=C(CN(c1ccc(Cl)cc1)S(=O)(=O)c1ccc(Cl)c([N+](=O)[O-])c1)NCCc1ccccc1	99.6	0.0	0.0	105.2	106.2	104.7	88.5	101.9
O=C(COC(=O)c1cc(S(=O)(=O)N2CCOCC2)ccc1F)NC1CCCCC1	99.0	7.0	-5.8	100.0	98.7	96.4	105.3	98.7
COc1ccc(N=C2C(=O)N3CCCc4cccc2c43)cc1	104.3	3.0	5.3	96.4	103.7	114.2	115.2	103.0
N#Cc1cc(-c2ccccc2)oc1NC(=O)c1ccco1	107.9	3.0	2.1	104.9	105.2	104.6	91.9	107.8
Cn1c(N)c(C(=O)COC(=O)c2ccc3ccccc3c2)c(=O)n(C)c1=O	94.8	0.0	7.7	99.7	100.5	95.3	77.2	94.3
CSc1ccc(Cl)c(C(=O)OCC(=O)NCC(C)C)c1	104.9	1.0	16.8	104.0	103.4	101.3	101.0	100.2
Cc1ccc(NC(=O)c2ccc(CN3CC(=O)N4CCCCC4C3=O)cc2)c(C)c1 (stereo not drawn)	109.5	2.0	-2.9	106.4	104.0	135.1	73.7	99.0
CCCCCn1c(CCCNC(=O)CC)nc2ccccc21	102.3	1.0	-3.1	95.7	91.2	85.7	102.1	92.8
c1ccn2cc(CSc3nnc4ccccn34)nc2c1	102.8	0.0	9.5	96.9	98.4	101.3	102.2	98.7
CCOC(=O)C1CCN(C2CCN(C(=O)c3oc4c(C)c(C)ccc4c3C)CC2)CC1	93.0	0.0	-27.7	89.6	95.5	95.8	96.3	96.7
CCc1ccc(-n2ccc(=O)c(C(=O)O)n2)cc1	107.2	7.0	5.6	99.0	106.7	106.2	113.1	107.4
CCCc1cc(=O)oc2cc(OC(=O)CN3C(=O)NC4(CCCC4)C3=O)ccc12	98.3	1.0	7.6	104.8	103.6	98.4	114.3	98.4
O=C(NNS(=O)(=O)c1ccc(Br)cc1)c1sccc1-n1cccc1	90.3	1.0	1.5	106.3	105.2	91.0	96.7	95.2
CN(CC(=O)N1CCOCC1)C(=O)CSc1nc2ccccc2s1	108.3	0.0	-5.7	105.2	105.7	102.5	100.6	107.3
Cc1nc2nc(-c3ccc(Cl)cc3)nn2c(C)c1Cl	108.9	2.0	-13.0	115.8	110.7	91.2	114.9	100.2
COc1ccc(-c2nc3ccc(C(=O)NCC(OC)OC)cc3nc2-c2ccc(OC)cc2)cc1	105.0	0.0	0.8	106.2	101.0	101.3	109.2	107.9

The results go on.
structure	MEP2 TOR yeast	GRK2 inh	VLA-4 inh	LAP4-GFP MLPCN	AGP1 TOR yeast	CIT2 TOR yeast	CR mimetic SO	RPL19A TOR yeast
Cc1cc(C)cc(NC(=O)CSc2nccn2Cc2ccco2)c1	106.9	4.0	-0.4	93.4	96.6	97.3	104.3	101.8
COC(=O)c1ccc(/C=C(/NC(=O)c2ccccc2)C(=O)N2CCOCC2)cc1	89.8	0.0	23.6	93.2	92.1	105.9	91.4	99.2
COc1cccc(NC(=O)COC(=O)CCS(=O)(=O)c2ccc(C)cc2)c1	93.0	0.0	-6.4	104.2	99.7	99.0	94.0	96.0
Cc1ccc(C2=NN(C(=O)CCC(=O)O)C(c3cccs3)C2)cc1 (stereo not drawn)	98.7	0.0	6.4	112.4	106.2	92.2	129.4	100.9
O=C(O)COc1ccc(C(=O)Cc2ccc3c(c2)OCCCO3)c(O)c1	110.9	0.0	1.7	108.6	114.5	109.0	111.9	108.5
COc1ccc(Cc2nnc(NC(=O)Nc3ccc(C)cc3)s2)cc1OC	101.2	2.0	-2.5	92.5	107.7	99.8	102.7	106.5
CCN(c1ccccc1)S(=O)(=O)c1c[nH]c2ccc([N+](=O)[O-])cc12	104.5	0.0	6.0	114.2	101.8	101.1	105.9	97.3
Cc1sc2ncn(C(C)C(=O)OC3CCCCC3)c(=O)c2c1C (stereo not drawn)	92.6	1.0	2.4	95.7	95.0	93.3	100.4	97.7
